# SKN-1 inh: blocks SKN-1 activity in C. elegans; C. elegans VP596 Pgst-4::GFP/RFP ratio, acrylamide-induced, 24 h; inhibition, % at 21.8 µM; 0.49% of 360,000 active;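 active = interference check ratio from 0.5 to 1.5 plus GFP to RFP signal ratio inhibition reaching or exceeding a fixed threshold, cut at about 30% in these data, passing the limit was not always enough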; note: some compounds called inactive have numbers as strong as hits
# CendR NRP1 mod: NRP-1/CendR interaction modulation | FAM-RPARPAR peptide binding to NRP-1, fluorescence polarization | inhibition, % at 25 µM | 0.85% of 360,000 active;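 active = inhibition or corrected inhibition above about 18%, plus a signal ratio from 0.5 to 1.5, limit read from the data, passing the limit was not always enough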; note: strong numbers were not always called active
# NadD inh: inhibitors of Staphylococcus aureus NadD | inhibition, % at 20 µM | AID 602399 | 0.78% of 360,000 active | purified NadD enzyme, colorimetric absorbance read-out; in the data active = inhibition above about 26%; note: some compounds past the cut are filed as inactive
# MT1-MMP act inh: blocks activation of human MT1-MMP. HT1080 RFP-PRO-GFP cells, GFP/RFP ratio fluorescence, overnight; percent of plate control window, DMSO zero. AID 651647. 0.061% of 360,000 active. GFP/RFP ratio change, % at 20 µM. P50281;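 active = GFP/RFP ratio change of at least 30% with cell ATP level not reduced by more than half and red fluorescence within 50% of control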; note: strong numbers were not always called active
#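 Material – HT1080 RFP-PRO-GFP cells · Control set – DMSO wells and RFP-L50D-GFP cells · Incubation – overnight cell settling, then overnight compound exposure, 37 °C, 5% CO2 · Compound dosing – single-point 20 µM compound, 1% DMSO · Read-out – GFP/RFP fluorescence ratio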
# LMPTP block: blocks human LMPTP phosphatase; P24666; recombinant LMPTP-A, OMFP fluorogenic substrate, fluorescence intensity; inhibition, % at 20 µM; 0.22% of 360,000 active; AID 651560;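 active = compounds that cut the enzyme signal by at least half of the control window in the single-dose screen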;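 note: plate controls were DMSO wells with enzyme plus substrate for no effect and substrate without enzyme for full effect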
# Target sequence (P24666 whole entry, looked up): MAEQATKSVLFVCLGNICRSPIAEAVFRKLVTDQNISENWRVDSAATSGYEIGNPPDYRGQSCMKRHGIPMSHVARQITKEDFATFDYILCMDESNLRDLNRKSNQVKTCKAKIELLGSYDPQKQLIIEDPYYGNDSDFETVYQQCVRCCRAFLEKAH
#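 Test system: LMPTP-A, protein tyrosine phosphatase of low molecular weight; Input: 0.625 nM enzyme; Incubation: 50 min dark incubation at room temperature; Signal: endpoint fluorescence intensity from OMFP dephosphorylation; Read-out basis: % inhibition versus control wells.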
# Rpn11 block: blocks the human proteasome subunit Rpn11; O00487; human 26S proteasome, Ub4-pepOG fluorescence polarization; 20S core pre-blocked with epoxomicin; calls only at 20 µM; 0.59% of 360,000 active; AID 588493;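 active = inhibition at 20 µM, scaled to each plate's controls, above about 33%, limit read from the data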
# Target sequence (O00487 whole entry, looked up): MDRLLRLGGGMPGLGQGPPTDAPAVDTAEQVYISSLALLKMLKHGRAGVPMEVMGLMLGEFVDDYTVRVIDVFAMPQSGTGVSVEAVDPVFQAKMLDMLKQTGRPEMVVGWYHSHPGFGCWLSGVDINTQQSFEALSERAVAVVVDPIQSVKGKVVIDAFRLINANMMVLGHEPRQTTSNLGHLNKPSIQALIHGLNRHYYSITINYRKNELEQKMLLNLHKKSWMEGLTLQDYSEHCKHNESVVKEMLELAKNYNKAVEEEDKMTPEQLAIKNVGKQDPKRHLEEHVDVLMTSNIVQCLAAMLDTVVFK
# SUMO1 PPI mod: alters human SUMO1 binding to SIM partners. P63165. SUMO1 binding to a labelled peptide, TR-FRET, 1 h. inhibition, % at 20 µM. 0.33% of 360,000 active. AID 602429; in the data active = inhibition above about 37%
# Target sequence (P63165 whole entry, looked up): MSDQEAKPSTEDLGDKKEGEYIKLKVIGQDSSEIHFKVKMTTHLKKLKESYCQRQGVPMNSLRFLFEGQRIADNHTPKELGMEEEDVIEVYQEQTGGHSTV
# STEP block: inhibitors of human striatal-enriched phosphatase STEP | P54829 | recombinant STEP, OMFP fluorogenic substrate, fluorescence | inhibition, % at 20 µM | 0.25% of 360,000 active | AID 588621;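 active = inhibition at 20 µM, scaled per plate between control wells, above about 37%, limit read from the data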;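 note: 0% = DMSO with enzyme and substrate and 100% = substrate only without enzyme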
#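 System: isolated STEP enzyme; schedule: 20 min enzyme reaction at room temperature, protected from light; medium: Bis-Tris buffer pH 6.0, 2.5 mM DTT, 0.005% Tween 20; signal: fluorescence, 480/540 nm; dosing: single compound dose of 20 µM, 1% DMSO final; also added: OMFP substrate, 25 µM final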
# Scp-1 inhibitor: Scp-1 (human) phosphatase inhibition; Q9GZU7; Recombinant Scp1, phosphopeptide, malachite green phosphate absorbance; 0.88% of 340,000 active; inhibition, % at 20 µM;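 active = inhibition above about 50% at 20 µM, limit read from the data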;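 note: plate controls were DMSO wells with enzyme for no effect and wells lacking enzyme for full effect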
# Target sequence (Q9GZU7 76-261 limits assumed): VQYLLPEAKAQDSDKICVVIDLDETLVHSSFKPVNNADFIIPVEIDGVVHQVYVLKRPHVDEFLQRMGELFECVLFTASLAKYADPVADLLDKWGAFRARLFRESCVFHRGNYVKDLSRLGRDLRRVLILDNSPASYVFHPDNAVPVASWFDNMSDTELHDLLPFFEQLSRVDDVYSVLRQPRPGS
#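 System: truncated SCP-1 phosphatase (76-261aa); medium: Tris acetate buffer pH 5.5 with MgCl2 and Tween-20; incubation: 45 min room-temperature reaction, 5 min colour, 30 min stabiliser; compound: single 20 µM dose, 1% DMSO; reagent: Phosphorylated 17-residue peptide substrate; read-out: % inhibition at 20 µM; technique: colorimetric free-phosphate detection, absorbance 630 nm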
# DNMT1 block: DNMT1 (human) enzyme inhibition; P26358; DNMT1 molecular beacon, Hinp1I cleavage, fluorescence; inhibition (reported as % activation of signal), % at 10 µM; 0.83% of 360,000 active; AID 588458; in the data active = inhibition above about 50%
# Active calls of the source: *; i = inactive; nt = no result given.
SKN-1 inh	CendR NRP1 mod	NadD inh	MT1-MMP act inh	LMPTP block	Structure	Rpn11 block	SUMO1 PPI mod	STEP block	Scp-1 inhibitor	DNMT1 block
1	-10	2	12	-1.0	Cc1ccc(C(=O)Nc2ncc(Cc3ccc(SC(F)F)cc3)s2)cc1	i	-4	-2	1	3
-20	-7	-6	0	-0.6	Cc1ccn2c(=O)c(NC(=O)COc3ccccc3)c(C)nc2c1	i	-4	0	4	1
6	4	3	-2	1.6	O=C(Nc1cccc(NC(=O)c2ccco2)c1)c1cccc(Br)c1	i	-3	2	-5	-4
6	6	0	6	1.7	COc1ccc2c(c1)CCCC2NS(=O)(=O)OCC(Cl)(Cl)Cl (configuration not stated)	i	-3	0	-8	1
2	1	-5	-3	0.1	CCOC(=O)C1(Cc2ccccc2)CCN(Cc2ccc(C3CCCCO3)s2)CC1 (configuration not stated)	i	2	-3	1	2
19	-11	-1	-1	-1.6	C=CCN(c1ccccc1)S(=O)(=O)c1ccc2c(c1)oc(=O)n2C	i	-3	-4	0	3
12	7	3	0	-2.0	N=c1n(CC(=O)O)c2ccccc2n1Cc1ccccc1Cl	i	-2	-2	6	11
-8	-11	2	-4	-1.1	O=C(O)/C=C/C(=O)Nc1c(F)cccc1F	i	5	-4	-14	8
8	20	2	1	-0.8	C[C@H](CO)N1C[C@H](C)[C@@H](CN(C)S(C)(=O)=O)Oc2c(NC(=O)c3ccncc3)cccc2C1=O	i	-3	-2	55*	7
6	-2	3	-2	1.0	CC(=O)Nc1ccc(NC(=O)C(C)OC(=O)C2CC(=O)N(CCc3ccccc3)C2)cc1 (configuration not stated)	i	1	-1	-6	1
-2	5	4	1	-0.2	CC1(c2ccccc2)NC(=O)N(CC(=O)N(c2ccccc2)C2CCS(=O)(=O)C2)C1=O (configuration not stated)	i	1	0	0	-1
7	-5	-11	-5	2.8	CCOc1ccc2c(c1)c(C(C)=O)c(C)n2-c1ccccc1	i	0	4	-10	0
-9	2	-6	-3	-1.4	CC(=O)OCc1nc2sc3c(c2c(=O)[nH]1)CCCC3	i	-3	-3	-4	1
1	2	-3	-9	0.0	CCCC(=O)NC(c1ccc(N(C)C)cc1)c1c(O)ccc2ccccc12 (configuration not stated)	i	-1	0	-8	-8
12	8	4	1	3.6	CC(=O)Nc1ccc(NC(=O)CS(=O)(=O)c2cn(CC(=O)N3CCC(C)CC3)c3ccccc23)cc1	i	7	3	7	2
1	-11	10	-4	2.3	CC(=O)N1N=C(c2ccc(Br)cc2)CC1c1cn(C)c2ccccc12 (configuration not stated)	i	-7	-1	-11	-7
-16	4	3	nt	1.5	CN(C)CCNc1ccc(-c2nn(C)c(=O)c3ccccc23)cc1[N+](=O)[O-]	i	-29	1	2	7
10	0	10	0	4.4	CCc1c(C)sc(NC(=O)Cn2nc(C)c([N+](=O)[O-])c2C)c1C(N)=O	i	-4	3	-3	2
2	10	-3	5	-0.7	O=C(COc1ccccc1)Nc1ccc(N2CCN(C(=O)c3ccco3)CC2)cc1	i	0	-1	2	-4
5	-3	-2	6	-1.7	C=CCn1c(SCc2cc(=O)n3cc(C)ccc3n2)nnc1-c1cccc(C)c1	i	-13	0	-2	5
9	8	1	-1	1.5	COc1ccc(C(=O)Nc2cccc3ccccc23)cc1	i	-2	0	-8	-3
-4	-8	-4	-5	-0.6	O=C(C1CCCN(S(=O)(=O)c2ccccc2)C1)N1CCCCC1 (configuration not stated)	i	6	-1	-2	-1
5	53	18	-27	2.6	CC(C)Cn1c(=O)c(C(=O)Nc2ccncc2)c(O)c2ccccc21	i	0	9	12	6
-16	-4	1	1	2.0	COc1ccc(OCc2cc(C(=O)N(C)Cc3nccn3C)no2)c2ccccc12	i	-4	4	-5	-10
-4	-6	1	6	3.2	CN(CCO)c1cc(N2CCN(C(=O)c3ccco3)CC2)c2nonc2c1[N+](=O)[O-]	i	-24	1	0	-2
54*	-9	3	-2	-0.1	CCc1nnc(NC(=O)CSc2nnc(COc3cccc(C)c3)o2)s1	i	4	0	-13	-2
12	-4	12	0	3.8	Cc1ccc(NC(=O)Cn2nnc(C(=O)NCc3ccc(Cl)cc3)c2N)cc1F	i	0	-1	-3	25
9	7	0	-3	-0.8	CCCOC1CCCN(C(=O)c2ccc3oc(C(C)C)nc3c2)C1 (configuration not stated)	i	0	0	-5	0
-14	-3	6	4	-1.6	CCOc1ccc(-c2nnn(CC(=O)NCc3ccco3)n2)cc1	i	8	6	-1	2
-4	-10	12	-14	6.5	FC(F)(F)c1ccc(C2[C@H]3CN(Cc4cccnc4)[C@H](c4ccccc4)C34CC2(c2cccnc2)C4)cc1 (some centres not stated)	i	4	4	0	-14
12	-5	-2	-1	1.2	O=[N+]([O-])c1ncc(Br)cc1Nc1ccccc1	i	-38	1	-5	-2
4	4	-5	-3	-1.6	O=S(=O)(c1ccc(Cl)cc1)c1nc(-c2ccccc2F)oc1NCCCN1CCOCC1	i	3	4	-7	-1
17	-1	-2	2	-1.3	O=C(O)Cn1nc(-c2ccc(Cl)cc2)ccc1=O	i	-16	-2	-6	5
-3	-8	-1	-3	-1.7	CC(=O)Nc1cc(C(=O)N2CCCC2)ccc1S(=O)(=O)c1ccc(Cl)cc1	i	0	4	-4	5
1	-5	-3	-3	3.4	O=C(Nc1ccccc1[N+](=O)[O-])c1cc2ccccc2nc1Cl	i	4	3	-7	-1
0	8	2	-4	0.4	NNC(=O)CN(CCc1ccccc1)S(=O)(=O)c1ccc(Cl)cc1	i	-12	1	1	-2
1	-24	2	-4	3.3	CCCCN1CN(S(=O)(=O)c2ccc(OC)cc2)c2nc3ccccc3nc21	i	-8	-1	-2	1
3	-5	2	-1	-0.5	Cc1cc(C(=O)O)cc(S(=O)(=O)N2CCOCC2)c1C	i	0	2	-5	-1
25	-25	3	2	2.8	CN(C)c1ccc(-c2cc3ccccc3c(=O)o2)cc1	i	-82	2	-5	-6
-4	6	-3	-2	-0.6	COc1ccc(S(=O)(=O)NC(C)C(=O)N2CCCCCC2)cc1 (configuration not stated)	i	2	-1	-16	-1
1	2	-13	1	0.5	O=C(NCc1ccco1)/C(=C\c1ccc(F)cc1)NC(=O)c1ccco1	i	2	-3	-2	0
7	27*	-1	9	3.2	COc1ccccc1N(C)S(=O)(=O)c1ccc(C(=O)Nc2cccc(Br)c2)cc1	i	-4	2	-27	-10
2	-8	-1	3	-1.2	CC(=O)Nc1nc(SCc2ccc(Cl)cc2Cl)n[nH]1	i	5	-11	-8	1
9	-6	5	-5	0.8	COc1ccccc1N1CCN(C(=O)c2cc3n(n2)C(C(F)(F)F)CC(c2ccco2)N3)CC1 (configuration not stated)	i	0	1	-6	-4
-2	4	-3	2	-1.8	O=C(NCCSc1c[nH]c2ccccc12)C1CC1	i	-5	4	-5	-5
8	6	-5	-4	2.5	C[C@@H]1[C@H]2CCCC[C@H]2CN(C(=O)OC(C)(C)C)[C@@H]1CC(=O)c1ccccc1	i	0	0	4	4
1	4	10	-31	5.9	CC(C)(C)c1ccc(C(=O)CCCSC2=C(C#N)C(c3ccco3)C3=C(CCCC3=O)N2)cc1 (configuration not stated)	i	-1	6	-9	-10
5	4	-2	1	-0.1	Cc1ccccc1/C=N/NC(=O)c1ccc(-n2cnnn2)cc1	i	-8	4	0	2
17	19	12	-4	8.1	Oc1cccc(/C=N/Nc2cc(N3CCCC3)nc(N3CCCC3)n2)c1	i	3	2	0	2
-2	2	-1	3	1.0	O=C(c1cccc(COc2cccc3ccccc23)c1)N1CCCC1	i	-8	0	-6	-9
9	5	-5	-1	-0.7	CC(C)(C)N1CC2(c3ccccc3)CN(C(C)(C)C)CC(c3ccccc3)(C1)C2=O	i	3	-5	-1	-1
10	0	8	1	-1.1	COc1ccc(C(=O)NCCCN2CCCC2=O)cc1	i	0	2	-10	3
8	-2	-5	4	0.8	CCOc1ccc(Oc2ccc(NC(=O)CSc3nncn3C)cc2)cc1	i	8	-1	2	-10
-1	-4	-8	1	0.9	O=S(=O)(Nc1ccc(OC(F)(F)F)cc1)c1cccc2nonc12	i	-20	-2	-4	1
8	7	-4	7	1.6	Cc1cc(NC(=O)Cc2csc(-c3ccccc3)n2)ccc1Br	i	-4	2	-8	-8
19	-16	3	0	-1.7	CCc1cc(=O)oc2c(C)c(OCC(=O)N3CC[C@@]4(O)CCCC[C@H]4C3)ccc12	i	5	-3	-1	-4
-22	10	-1	0	-1.5	O=C(CSc1nnc(-c2ccncc2)o1)Oc1ccccc1	i	0	-4	-1	2
3	2	-3	3	-1.0	CCc1cccc2sc(NC(=O)C3CC3)nc12	i	2	1	-1	-3
8	-2	-1	-1	-1.1	O=C(c1ccccc1)c1cnc[nH]1	i	12	0	-7	0
16	3	-3	1	0.1	O=C(c1ccc(Cn2cc([N+](=O)[O-])cn2)o1)N1N=C(C(F)F)CC1(O)C(F)F (configuration not stated)	i	-7	0	-4	1

# The closing 2 entries of the part above are carried over, then new ones follow.
SKN-1 inh	CendR NRP1 mod	NadD inh	MT1-MMP act inh	LMPTP block	Structure	Rpn11 block	SUMO1 PPI mod	STEP block	Scp-1 inhibitor	DNMT1 block
8	-2	-1	-1	-1.1	O=C(c1ccccc1)c1cnc[nH]1	i	12	0	-7	0
16	3	-3	1	0.1	O=C(c1ccc(Cn2cc([N+](=O)[O-])cn2)o1)N1N=C(C(F)F)CC1(O)C(F)F (configuration not stated)	i	-7	0	-4	1
8	-22	1	0	0.0	CCNc1nc(NCC)n2c(SCC(=O)Nc3ccc(C(F)(F)F)cc3[N+](=O)[O-])nnc2n1	i	-20	2	-8	2
10	11	-2	-4	-0.4	Cc1cc(-c2ccc(C)c(S(=O)(=O)Nc3cc(C)on3)c2)on1	i	4	1	-9	2
-7	-12	-1	-1	-2.4	O=C(Cc1cccs1)Nc1ccccc1C(=O)O	i	-2	0	-1	4
18	11	16	-5	1.2	COc1ccc(N(Cc2cc3cccc(C)c3[nH]c2=O)S(=O)(=O)c2ccc(Cl)cc2)cc1	i	-15	0	-9	-3

# Rewritten in CSV form: three of the compounds above
Molecule,SKN-1 inh,CendR NRP1 mod,NadD inh,MT1-MMP act inh,LMPTP block,Rpn11 block,SUMO1 PPI mod,STEP block,Scp-1 inhibitor,DNMT1 block
Cc1cc(-c2ccc(C)c(S(=O)(=O)Nc3cc(C)on3)c2)on1,10,11,-2,-4,-0.4,i,4,1,-9,2
O=C(Cc1cccs1)Nc1ccccc1C(=O)O,-7,-12,-1,-1,-2.4,i,-2,0,-1,4
COc1ccc(N(Cc2cc3cccc(C)c3[nH]c2=O)S(=O)(=O)c2ccc(Cl)cc2)cc1,18,11,16,-5,1.2,i,-15,0,-9,-3
